From PubChem BioAssay
EPAC1 antagonist: EPAC1 (human) antagonism | EPAC1 GEF assay, Rap1b-BODIPY-GDP exchange fluorescence | 0.14% of 360,000 active | Potency, µM (highest dose often 115 µM), for inactives: top-dose activity change, negative = inhibition, most hits filed as inhibitors | AID 720709;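 note: plate controls were vehicle for no effect and positive control for full effect; nearly all actives have a fitted effect of over 50% in size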
Target sequence (O95398 whole entry, looked up): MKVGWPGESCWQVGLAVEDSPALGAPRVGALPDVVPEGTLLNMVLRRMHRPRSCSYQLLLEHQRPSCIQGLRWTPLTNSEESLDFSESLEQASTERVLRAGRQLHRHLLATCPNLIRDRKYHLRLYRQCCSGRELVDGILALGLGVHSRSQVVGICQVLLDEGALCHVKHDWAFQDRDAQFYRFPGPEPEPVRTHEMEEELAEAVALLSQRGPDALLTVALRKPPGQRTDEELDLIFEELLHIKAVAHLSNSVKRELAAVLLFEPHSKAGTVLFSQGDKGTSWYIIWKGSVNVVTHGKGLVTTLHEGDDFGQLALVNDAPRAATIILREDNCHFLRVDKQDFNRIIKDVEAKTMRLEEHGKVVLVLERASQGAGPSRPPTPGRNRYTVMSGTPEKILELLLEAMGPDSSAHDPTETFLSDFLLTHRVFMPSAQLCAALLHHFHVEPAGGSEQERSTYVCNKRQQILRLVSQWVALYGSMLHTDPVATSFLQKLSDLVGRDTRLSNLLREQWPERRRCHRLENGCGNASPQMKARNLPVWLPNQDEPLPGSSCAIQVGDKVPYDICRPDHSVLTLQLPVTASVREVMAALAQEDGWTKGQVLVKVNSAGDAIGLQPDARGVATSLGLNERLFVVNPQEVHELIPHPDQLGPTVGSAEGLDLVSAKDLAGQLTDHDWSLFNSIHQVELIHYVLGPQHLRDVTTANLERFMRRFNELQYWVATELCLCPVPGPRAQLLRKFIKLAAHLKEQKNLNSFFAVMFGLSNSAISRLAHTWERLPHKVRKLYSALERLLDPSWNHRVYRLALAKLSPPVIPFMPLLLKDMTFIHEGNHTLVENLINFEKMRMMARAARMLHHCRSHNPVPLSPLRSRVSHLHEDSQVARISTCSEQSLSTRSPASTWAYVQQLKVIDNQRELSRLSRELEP
EPAC1 agonist: activates human EPAC1 exchange factor | O95398 | EPAC1 agonist qHTS, biochemical assay; response scale: 100% = response to 6.5 mM cAMP | Potency, µM (doses to about 154 µM), without a hit: at the highest dose activation, most hits filed as activators | 0.073% of 360,000 active | AID 720707; note: nearly all actives have a fitted effect of over 60% in size
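EPAC1 100 nM, Rap1B–BODIPY-GDP 250 nM, unlabeled GDP 50 uM; compound titration; 5 min RT; kinetic read ex480/em540 at 5-min intervals ×30 min; data normalized to 6.5 mM cAMP agonist control.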
EPAC2 antagonist: blocks human EPAC2 exchange factor; EPAC2 GEF exchange of Rap1B-BODIPY-GDP, fluorescence; 0.18% of 360,000 active; Q8WZA2; Potency, µM (top dose mostly 114 µM), for inactives: top-dose activity, negative = inhibition, actives largely listed as inhibitors; note: % is set by controls: 0 for no effect and ±100 for the full control effect; nearly all actives have a fitted effect of over 45% in size; many of its hits are not listed in these tables
aSyn rescue: alpha-synuclein toxicity inhibition in yeast | AID 652106 | Potency, µM (titrated, usually from 46.1 µM), without a hit: at the highest dose growth rescue (activation), actives largely listed as activators | 0.14% of 370,000 active | Yeast expressing alpha-synuclein, growth rescue, BacTiter-Glo, 24 h; note: % of control where 0% means no effect; nearly all actives have a fitted effect of over 65% in size
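Rescue of yeast growth: cells expressing toxic alpha-synuclein, induced in galactose at OD600 0.02, incubated with compound 24 h at 30 C. ATP luminescence quantified growth; inhibitors of toxicity appear as activators.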
TDP43 rescue: TDP-43 toxicity inhibition in yeast | TDP-43 expressing yeast growth rescue, BacTiter-Glo, 24 h | Potency, µM (titrated, usually from 46.1 µM), for the others: at the highest dose growth rescue (activation), hits mostly activators | 1.8% of 410,000 active | AID 652104; note: % of control where 0% means no effect; nearly all actives have a fitted effect of over 50% in size
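In this qHTS, compounds that restore growth of yeast expressing TDP-43 appear as activators. Cells (OD600=0.02, galactose medium, raffinose-pregrown) are incubated with compound 24 hr at 30 deg C and growth is quantified by BacTiter-Glo.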
EPAC2 ag: activates human EPAC2 exchange factor | Potency, µM (doses to about 154 µM), without a hit: top-dose activation, hits mostly activators | AID 720711 | EPAC2 activation, biochemical qHTS; response scale: 100% = 6.5 mM cAMP response | Q8WZA2 | 0.079% of 360,000 active; note: nearly all actives have a fitted effect of over 50% in size
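qHTS, titration series. 100 nM EPAC2 / 250 nM Rap1B-BODIPY-GDP / 50 uM GDP; RT; ex 480/em 540 nm, 5-min reads to 30 min. Norm. to 6.5 mM cAMP = activation.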
PTHR1 agonist: PTHR1 (human) receptor agonism. HEK293 GP2 PTHR1 cells, GloSensor cAMP luminescence, 1 h. Potency, µM (series often up to 115 µM), inactives show at the top dose activation, hits mostly activators. 0.075% of 410,000 active. AID 743266; note: nearly all actives have a fitted effect of over 55% in size; some results filed as inactive show a strong effect at the top dose; inactives centre near -15; many of its hits are not listed in these tables
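HEK-293-derived GP2 cells expressing PTHR1 and a GloSensor cAMP reporter, 3,000/well, plated overnight, given luciferin plus IBMX (each 0.5 mM as added) for 1 h at 37 °C, then compound for 1 h at 37 °C. Luminescence was read after 15 min at room temperature.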
FUS suppressor: suppressors of FUS proteinopathy in yeast. S. cerevisiae FUS-expressing, growth rescue, OD600, 24 h. 0.24% of 390,000 active. Potency, µM (titrated, usually from 76.6 µM), for inactives: top-dose growth rescue (activation), hits mostly activators;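 note: plate controls were DMSO vehicle for no effect and reference control for full effect; nearly all actives have a fitted effect of over 55% in size; some results filed as inactive show a strong effect at the top dose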
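Toxicity suppression screen in FUS-yeast. Cells induced with 2% galactose, starting OD 0.005, treated 24hr at 30C with compounds at multiple final concentrations; growth by OD600.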
* hit, by the source's call; i = inactive; ? = inconclusive; · = not tested or not shown; & = joins results of further samples; [ ] = dose if it differs, or a comment. Calls come from the whole dose curve; as a rule, active = well fitted curve in the direction sought with a large enough effect; inconclusive = small, poorly fitted or top-dose-only effect, or another doubt; inactive = no such curve, though single readings can be large; an effect the other way counts as inactive or inconclusive. Potency is the fitted concentration of half-maximal effect. This is a subset; the hit share may differ from the screen's.

Values run as follows: TDP43 rescue	aSyn rescue	PTHR1 agonist	EPAC2 antagonist	FUS suppressor	EPAC2 ag	EPAC1 antagonist	EPAC1 agonist
COc1ccccc1-c1noc(COC(=O)c2ccc(Br)o2)n1
    ?	23%	-93%[inhibitor]	2%	22%	23%	-9%	-5%
COc1ccc(CN2CC(C(=O)NCCCN3CCOCC3)CC2=O)cc1 (configuration not stated)
    -1%	-11%	i	14%	-15%	4%	2%	-7%
CN(CCN1CCOCC1)C(=O)C1CCC(=O)N(Cc2ccc(Cl)cc2)C1 (configuration not stated)
    20%	2%	i	3%	10%	2%	5%	-10%
O=C(Nc1cc(Cl)ccc1N1CCOCC1)c1ccc(Br)o1
    13%	-9%	i	8%	1%	0%	4%	10%
CC1(C)CC(NC(=O)C2CCN(S(=O)(=O)c3ccc(Cl)c(C(F)(F)F)c3)CC2)CC(C)(C)N1
    -3%	-5%	-8%	0%	12%	8%	8%	-3%
CC1CCN(C(=O)Cn2nnnc2CN2CCOCC2)CC1
    9%	2%	i	0%	-19%	8%	-2%	-2%
C/C=C/Cn1c(SCCCc2ccccc2)nc2c1c(=O)[nH]c(=O)n2C
    ?	1%	i	?	11%	-8%	-10%	-14%
C[C@H](N)c1nnc(SCC(=O)N(C)C)o1
    2%	-2%	-22%	13%	14%	-3%	3%	0%
Cc1cc(C)nc(SCc2nc3ncccn3c2Br)n1
    -9%	1%	i	22%	?	4%	-3%	-6%
COc1cccc(OC)c1C(=O)NNS(=O)(=O)c1ccc2ccccc2c1
    -1%	14%	-16%	0%	-6%	5%	?	-5%
COc1ccccc1CC(=O)Nc1ccc(NC(=O)c2cccs2)cc1
    9%	-2%	i	9%	22%	-3%	13%	-8%
Nc1nc(CN2CCCCCC2)nc(Nc2ccccc2)n1
    0%	0%	-13%	-2%	10%	-5%	-7%	23%
COc1ccc(Cl)cc1NS(=O)(=O)c1ccc(OC)c(OC)c1
    -7%	-2%	-23%[57.5 µM]	-1%[57.1 µM]	11%	7%	13%	-3%
O=C(Nc1nnc([C@H]2C[C@H](O)[C@@H](CO)O2)s1)Nc1ccccc1C(F)(F)F
    0%	-4%	-24%	6%	-17%	4%	7%	1%
COC(=O)CSc1nnc(-c2ccc(OC)c(OC)c2)o1
    -13%	-1%	i	6%	20%	-1%	8%	-5%
Cc1cc(C)n(-c2nnc(N3CCN(c4ccccc4)CC3)nn2)n1
    11%	4%	-13%	16%	13%	5%	-3%	-2%
O=C(NCc1ccccc1F)C(c1ccccc1)c1ccccc1
    15%	14%	i	1%	-14%	10%	4%	9%
COc1ccccc1N1C(=NC(=O)COc2ccccc2)SC2CS(=O)(=O)CC21 (configuration not stated)
    0%	2%	i	-1%	8%	4%	14%	11%
COc1ccc(CNC(=O)N2CCc3nc(Nc4cc(OC)c(OC)c(OC)c4)ncc3C2)cc1
    0%	9%	-25%	13%	36%	4%	2%	12%
CC(C)(CCl)C(=O)Nc1ccc(OC(F)(F)F)cc1
    -5%[9.22 µM]	6%	-14%	1%	-3%	2%	-1%	-5%

(more compounds)
Values run as follows: TDP43 rescue	aSyn rescue	PTHR1 agonist	EPAC2 antagonist	FUS suppressor	EPAC2 ag	EPAC1 antagonist	EPAC1 agonist
COc1cc(/C=C2\SC(=S)N(CCC(=O)Nc3ccccc3)C2=O)cc(OC)c1OC
    12%	0%	i	6%	19%	-3%	-3%	6%
O=c1[nH]c(=O)n(C2CC(O)C(CO)O2)cc1I (configuration not stated)
    -7%	2%	-7%	16%	·	7%	3%	-7%
O=C(Cc1ccc([N+](=O)[O-])cc1)Nc1nnc(C2CC2)s1
    3%	6%	i	3%	·	7%	-2%	0%
CCN1C(=O)N(c2ccc(C(C)=O)cc2)S(=O)(=O)c2ccccc21
    ?	-4%	i	-1%	-1%&23%	15%	-17%	4%
CCC(C)(C)n1nnnc1C(c1cc2cc3c(cc2[nH]c1=O)OCO3)N1CCN(C)CC1 (configuration not stated)
    -15%	-2%	i	11%	30%	6%	4%	5%
CC(C)=C1C2CCC1C1C(=O)N(NC(=O)c3ccco3)C(=O)C21 (configuration not stated)
    19%	3%	i	0%	·	-1%	-9%	-4%
Cc1onc(-c2c(Cl)cccc2Cl)c1C(=O)c1c[nH]c(C(=O)NC2CC2)c1
    -13%	-6%	-21%[57.5 µM]	-9%	24%	10%	-2%	4%
COc1ccc(-c2coc3c(C(=O)NCC4CCOCC4)cccc23)c(C)c1
    ?	-26%	-84%[inhibitor]	-17%	?	22%	-15%	5%
CNc1cccc(-c2cc(OC)c(OC)c(OC)c2)n1
    9%	-3%	-23%	-8%	-12%	7%	-10%	0%
OC(c1ccc(Cl)cc1)c1ncc(-c2cccc(F)c2)[nH]1 (configuration not stated)
    18%	8%	-5%	-2%	-8%	7%	-6%	3%
CCOc1ccccc1NC(=O)CSc1nnc(-c2ccccn2)n1Cc1ccco1
    23%	-13%	-9%	2%	19%	13%	0%	6%
COCCn1c(CN2CC(C)CC(C)C2)nc2c1c(=O)n(C)c(=O)n2C (configuration not stated)
    -8%	-2%	i	8%	-6%	9%	10%	8%
O=C(CCN1CCN(C/C=C/c2ccccc2)CC1)Nc1ccccc1
    -5%	7%	-9%	1%	11%	3%	?	0%
Cc1nc2c(OCC(=O)c3ccc(F)cc3)cccn2c1N(C)Cc1cccs1
    9%	8%	-25%	6%	-1%	13%	-15%	1%
Cc1ccc(NC(=O)CSc2nnc(-c3ccccn3)n2C)cc1
    19%	3%	-27%	3%	-9%	9%	3%	2%
CCCc1nn(C)c2c(=O)[nH]c(-c3cc(S(N)(=O)=O)ccc3OCC)nc12
    7%	4%	i	-2%	-14%	3%	1%	-8%
COc1ccc(N2CCN(C(=O)c3ccccc3NC(=O)C3=C(C)OCCS3)CC2)cc1
    8%	3%	-28%	5%	4%	8%	?	10%
Cc1cc(CCN2CCC(=O)NC2=O)ccc1OC(C)C
    4%	3%	-14%[57.5 µM]	7%	-6%	2%	6%	9%
FC(F)(F)c1cc(-c2ccccc2)nc(NCc2cccnc2)n1
    -24%	2%	-23%[57.5 µM]	-4%	27%	5%	-6%	15%
COc1nc(N(C)C)nc(N(C#N)CCOC(C)=O)n1
    -6%	-1%	i	0%	6%	0%	-2%	-10%

Next structures:
Values run as follows: TDP43 rescue	aSyn rescue	PTHR1 agonist	EPAC2 antagonist	FUS suppressor	EPAC2 ag	EPAC1 antagonist	EPAC1 agonist
COc1ccc2nc(SCC(=O)NC3CCCCC3C)[nH]c2c1 (configuration not stated)
    22%	-1%	-59%[inhibitor]	-9%	8%	-6%	8%	3%
CCOC(=O)c1cc(S(=O)(=O)N(C)Cc2ccccc2)cn1C
    11%	15%	-13%	1%	-7%	6%	-18%	-2%
COc1cccc(/C=C2\SC(=S)N(CCCC(=O)N3CCCCC3CCO)C2=O)c1 (configuration not stated)
    4%	?	-38%[inhibitor]	1%	?	12%	?	8%
COc1cccc(C(C(=O)NCC2CCCO2)N(C(=O)Cn2nnc3ccccc32)c2ccc(NC(C)=O)cc2)c1 (configuration not stated)
    -2%	3%	i	0%	24%	5%	-19%	3%
O=C(O)COCC(=O)Nc1cc(C(F)(F)F)cc(C(F)(F)F)c1
    9%	10%	i	2%	-7%	-1%	-3%	-4%
Cc1cccc(OCC(=O)NCC(=O)N/N=C/c2c(C)[nH]c3ccccc23)c1
    9%	-1%	-7%	13%	-9%	3%	-11%	-13%
COc1ccc(C(=O)CC(Sc2ccccc2N)c2ccc(OC)cc2)cc1 (configuration not stated)
    ?	?	-11%	-12%	28%	9%	-3%	3%
CCOC(=O)C1=NNC2(c3ccc(C)cc3)C(=O)N(c3ccc(Cl)cc3)C(=O)C12 (configuration not stated)
    18%	-2%	-33%[inhibitor]	-2%	11%	6%	-11%	9%
C=CCn1c(SCC(=O)Nc2ccccc2C)nnc1-c1ccncc1
    3%	0%	i	-4%[57.1 µM]	-10%	1%	10%	1%
O=Cc1ccc(-c2c(-c3ccccc3)oc3c2C(OCCCCO)CCC3)o1 (configuration not stated)
    11%	11%	-56%[inhibitor]	?	37%	15%	-24%	11%
CC(=O)c1cccc(NC(=O)c2cc(C)no2)c1
    1%	-7%	-5%	16%	-24%	19%	-1%	3%
COc1ccccc1NC1=Nc2cccc3cccc1c23
    -7%	-3%	-1%	-18%	10%	11%	-4%	3%
COc1ccc(NC(=O)COC(=O)c2ccccc2SCC(=O)N2CCCC2)cc1
    -4%	2%	-31%[inhibitor]	2%	1%	5%	-2%	-4%
Cc1cccn2cc(-c3ccc(NC(=O)Cc4ccccc4)cc3)nc12
    15%	-8%	i	-3%	-23%	-1%	7%	-5%
O=P(OC1CCCCC1)(OC1CCCCC1)C(O)c1ccc(Cl)cc1Cl (configuration not stated)
    -24%	2%	-13%[57.5 µM]	-3%	4%	1%	2%	1%
Cc1ccc(-n2c(SCC(=O)N3CCOCC3)nc(O)cc2=O)cc1
    16%	5%	-12%	11%	·	-5%	4%	-1%
CCOCCn1c(N2CCCC2)nc2c1c(=O)n(C)c(=O)n2C
    6%	2%	i	-10%	-31%	0%	-4%	7%
CC(=O)OC(COc1cccc(C)c1)Cn1cnc2ccccc21 (configuration not stated)
    -1%	-1%	i	-14%	22%	13%	5%	7%
Cc1cccc(C)c1OCCCn1ccnc1
    -11%	-16%	i	0%	-7%	2%	7%	8%
CC(C)Cc1n[nH]c(=O)[nH]1
    -9%	1%	i	14%	-15%	12%	-7%	-2%
COc1ccc(C(=O)OCc2c(F)cccc2Cl)cc1S(=O)(=O)N1CCOCC1
    17%	1%	-24%	1%	?	11%	-16%	2%
Fc1ccc(NC(=S)N2CCCCC2)cc1
    20%	-17%	i	10%	-21%	2%	6%	-5%
COc1ccc(OC)c(C2C(C(=O)c3ccco3)=C(O)C(=O)N2Cc2cccnc2)c1 (configuration not stated)
    9%	0%	i	0%	8%	-1%	15%	-7%

Whole records, looked up by structure. Screens in order: TDP43 rescue	aSyn rescue	PTHR1 agonist	EPAC2 antagonist	FUS suppressor	EPAC2 ag	EPAC1 antagonist	EPAC1 agonist
Fc1ccc(NC(=S)N2CCCCC2)cc1 is listed as 20%	-17%	i	10%	-21%	2%	6%	-5%
Cc1ccc(-n2c(SCC(=O)N3CCOCC3)nc(O)cc2=O)cc1 is listed as 16%	5%	-12%	11%	·	-5%	4%	-1%
